Giardia killer – kills Giardia lamblia | AID 540267 | Giardia lamblia trophozoite viability | activity change, % at 7.66 µM, hits read low | 340,000 compounds, 0.15% hits; in the data active = activity change below about -80%; inconclusive = between about -30% and that limit;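 note: parasites exposed to compound for two days anaerobically before the ATP read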
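Anaerobic 48 hrs incubation at 37 deg C of 100 trophozoites/well with test compounds; ATPLite 1-Step luminescence, 15-30 min RT, reports cellular ATP as viability.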
USP2a block – blocks human ubiquitin-specific protease USP2a; O75604; USP2 core, Ub-CHOP2 coupled fluorogenic reporter, 485/531; Potency, µM (series often up to 38.3 µM), for the others: top-dose activity change, negative = inhibition, most hits filed as inhibitors; 330,000 compounds, 0.01% hits; AID 463254;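 note: potency is the fitted concentration of half-maximal effect; plate controls were DMSO wells for no effect and full inhibition by NEM control for full effect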
Target sequence (O75604 whole entry, looked up): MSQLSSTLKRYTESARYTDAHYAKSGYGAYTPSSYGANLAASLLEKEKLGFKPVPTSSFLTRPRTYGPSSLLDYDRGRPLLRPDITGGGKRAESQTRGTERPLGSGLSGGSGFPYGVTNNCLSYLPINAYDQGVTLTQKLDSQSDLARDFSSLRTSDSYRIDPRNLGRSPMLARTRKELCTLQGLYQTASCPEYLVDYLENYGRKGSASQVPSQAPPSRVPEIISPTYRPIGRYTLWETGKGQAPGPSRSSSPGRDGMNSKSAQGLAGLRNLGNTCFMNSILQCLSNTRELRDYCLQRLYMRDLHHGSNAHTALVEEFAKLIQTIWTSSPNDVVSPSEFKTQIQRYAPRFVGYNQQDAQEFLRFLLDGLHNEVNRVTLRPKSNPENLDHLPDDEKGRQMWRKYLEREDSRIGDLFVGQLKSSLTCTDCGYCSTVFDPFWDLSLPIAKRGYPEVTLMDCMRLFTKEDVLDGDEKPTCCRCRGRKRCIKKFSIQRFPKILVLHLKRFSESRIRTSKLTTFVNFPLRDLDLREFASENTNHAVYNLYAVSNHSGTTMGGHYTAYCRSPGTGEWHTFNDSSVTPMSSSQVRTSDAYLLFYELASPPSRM
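Deubiquitinase activity read as fluorescence (485/531 nm) after Ub-CHOP2 cleavage activates the enterokinase reporter on its substrate; USP2 core 10nM, Ub-CHOP2 and substrate 25nM each, 30min compound preincubation then 60min RT; data normalized to NEM, curves fitted.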
uPA generation – inhibitors of cell surface uPA generation. 330,000 compounds, 0.31% hits. cell surface uPA generation assay, qHTS. AID 540303. Potency, µM (top dose mostly 38.3 µM), without a hit: at the top dose activity change, negative = inhibition, most hits filed as inhibitors; active = well fitted inhibition curve with a large enough effect; inconclusive = small, poorly fitted or top-dose-only effect; inactive = no such curve, though single readings can be large or run the other way; tested in mouse RAW 264.7 cells; note: potency is the fitted concentration of half-maximal effect; nearly all actives have a fitted effect of over 55% in size
hERG WT inh – blocks the wildtype human KCNH2 potassium channel. AID 720551. U2OS, BacMam KCNH2, thallium flux FluxOr; active compounds read low. 340,000 compounds, 0.37% hits. Q12809. activity change, % at 1.84 µM;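 active = maximum activity change below -70%; inconclusive = maximum activity change between -70% and -50%; inactive = maximum activity change above -50%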
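U2OS cells were transduced with wild-type KCNH2 virus (2.03 x 10^8 / mL) for 4 h at room temperature, then cultured overnight at 37 C. Thallium flux was read with FluxOr dye. Rate constants were normalized to DMSO controls.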
Eya2 phos inh – Eya2 (human) phosphatase inhibition; AID 488837; 330,000 compounds, 0.006% hits; Potency, µM (highest dose often 76.9 µM), without a hit: at the highest dose activity, negative = inhibition, usual class: inhibitors; recombinant Eya2, OMFP fluorescence dephosphorylation (OMFP is methylfluorescein phosphate); O00167; note: potency is the fitted concentration of half-maximal effect
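Eya2 (0.2 uM) preincubated 10 min at ambient with compound, then OMFP substrate added at 50 uM; 10 min reaction in 50 mM HEPES pH 7.5, 50 mM NaCl, 5 uM MgCl2, 0.05% BSA, 1 mM DTT. Fluorescence read at Ex 485/Em 525 nm.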
PKM2 activator – PKM2 (human) enzyme activation; P14618; Potency, µM (top dose mostly 57.5 µM), for the others: at the top dose activation, actives largely listed as activators; purified PKM2, Kinase-Glo ATP luminescence, activation; response scale: 0% is enzyme alone, no compound; 260,000 compounds, 0.34% hits; note: potency is the fitted concentration of half-maximal effect; nearly all actives have a fitted effect of over 55% in size
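hPK-M2, >95% pure; 0.1 mM ADP / 0.5 mM PEP final; imidazole pH7.2 buffer w/ 7 mM MgCl2, 50 mM KCl; 1 h RT; Kinase-Glo lum. Intermediate enzyme activity for dual inhibitor/activator qHTS.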
BCR signal inh – inhibitors of chronic active B-cell receptor signaling | ABC-DLBCL IkBa-CBG/CBR reporter, luminescence ratio, 4 h | Potency, µM (series often up to 46.1 µM), inactives show at the highest dose ratio change, negative = lower green/red ratio, usual class: inhibitors | 340,000 compounds, 0.05% hits | AID 493014; active = well fitted inhibition curve with a large enough effect in the signal ratio, with a control signal flat, not every such curve was filed as active; inconclusive = small, poorly fitted or top-dose-only effect, or effect the other way, or a change in a side signal; the % refers to the signal ratio;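 note: potency is the fitted concentration of half-maximal effect; plate controls were basal doxycycline-induced cells for no effect and cells given 10 µM MG132 for full effect; MG132 reads +100%, hits lower the ratio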
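TMD8 ABC-DLBCL cells carrying doxycycline-inducible green luciferase fused to IkappaBalpha plus unfused red luciferase were exposed to compounds (up to 46 uM) for 4 hrs at 37C. Activity came from the overlap-corrected green/red luminescence ratio.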
KCNH2 3.1 block – inhibitors of human KCNH2 3.1 potassium channel isoform | U2OS KCNH2 3.1, thallium flux FluxOr; active compounds read low | activity change, % (tested at about 1.8 µM) | 340,000 compounds, 0.95% hits;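 active = maximum activity change below -70%; inconclusive = maximum activity change from -70% to -50%; inactive = maximum activity change above -50%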;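 note: thallium influx rate constant from kinetic fluorescence after stimulation buffer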
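Thallium flux via FluxOr fluorescence (Red40 quencher, 45 min loading) in U2OS cells virally expressing the KCNH2 3.1 isoform (1.77 x 10^8 /mL virus, overnight at 37 C). Rate constants from 2-min kinetic reads post-stimulation, normalised to positive and negative controls.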
B2AR arrestin – agonists driving beta-arrestin recruitment to human beta2-adrenergic receptor; P07550; beta-arrestin recruitment to beta2AR, cell-based reporter; Potency, µM (highest dose often 46.1 µM), for inactives: top-dose activation, hits mostly activators; 330,000 compounds, 0.02% hits; AID 492947;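 note: potency is the fitted concentration of half-maximal effect; 0% = DMSO controls and full agonism = EC100 isoproterenol or metaproterenol; nearly all actives have a fitted effect of over 65% in size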
GALK inh – blocks human galactokinase activity | Purified GALK, Kinase-Glo residual ATP luminescence | 270,000 compounds, 0.007% hits | Potency, µM (highest dose often 57.5 µM), inactives show top-dose activity change, negative = inhibition, usual class: inhibitors | AID 1868 | P51570; note: potency is the fitted concentration of half-maximal effect
Target sequence (P51570 whole entry, looked up): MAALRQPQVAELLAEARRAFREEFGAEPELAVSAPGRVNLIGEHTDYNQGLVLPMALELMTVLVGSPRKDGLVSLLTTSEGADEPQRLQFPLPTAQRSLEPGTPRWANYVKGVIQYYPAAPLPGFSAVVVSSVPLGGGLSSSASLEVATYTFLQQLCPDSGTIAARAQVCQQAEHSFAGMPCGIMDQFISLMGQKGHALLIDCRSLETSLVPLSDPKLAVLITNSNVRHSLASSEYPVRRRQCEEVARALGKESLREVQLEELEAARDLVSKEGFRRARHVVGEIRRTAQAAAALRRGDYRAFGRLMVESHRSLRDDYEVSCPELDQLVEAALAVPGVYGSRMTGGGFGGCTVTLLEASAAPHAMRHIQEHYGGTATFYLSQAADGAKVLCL
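Galactose (100 uM) and ATP (35 uM) were turned over by 5 nM GALK for 1 h at RT. Kinase-Glo Plus then converted the remaining ATP into a luminescent signal.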
Coupling enz – inhibits coupling enzyme system, counter-screen for aldolase hits; coupling enzyme system counterscreen, AmpLite Red fluorescence; activity change, negative = inhibition, % at 58.2 µM, hits read low; 290,000 compounds, 0.67% hits; AID 2472; in the data active = activity change below about -30%
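Activity here indicates interference with the coupling reaction, not aldolase inhibition. Compounds at 57.5 uM final met coupling enzymes for 10 min at RT; substrate and AmpLite Red detection followed, with a 525/598 nm fluorescence read after 20 min.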
* = called active by the depositor; ? = inconclusive; / = not tested or not shown. Unless noted, calls come from the whole dose curve; as a rule, active = well fitted curve in the direction sought with a large enough effect; inconclusive = small, poorly fitted or top-dose-only effect, or another doubt; inactive = no such curve, though single readings can be large; an effect the other way counts as inactive or inconclusive. Unless noted, % is set by controls: 0 for no effect and ±100 for the full control effect. Compounds as they come. Share with any hit: about 2.4%.

1	O=C(NCCO)c1ccc2c3n(nc2c1)-c1ccccc1CO3
2	Cc1ccc(C(=O)c2ccccc2C(=O)OCC(=O)N2CC(C)CC(C)C2)cc1 (configuration not stated)
3	COc1ccccc1NS(=O)(=O)c1cccc(C(=O)N2CCN(Cc3ccc4c(c3)OCO4)CC2)c1
4	COc1ccc(CNC(=O)C(=O)c2cn(CC(=O)N3CCOCC3)c3ccccc23)cc1
5	Nc1nc(NC(=O)c2cccc(S(=O)(=O)N3CCCCCC3)c2)nc(-c2ccccc2)n1
6	COC(=O)C(NC(C)=O)(Nc1ccc(Br)cn1)C(F)(F)F (configuration not stated)
7	C/C(=N/NC(N)=S)c1ccc(Br)s1
8	COc1ccc(C(=O)NC2c3ccccc3-c3ccccc32)cc1

compound no. | 1 | 2 | 3 | 4 | 5 | 6 | 7 | 8
Giardia killer | ? | 4 | 9 | 4 | 5 | 13 | -22 | 12
USP2a block | 8% | 0% | 2% | -1% | -1% | -1% | -2% | 2%
uPA generation | 2.8µM* | -8% | 3% | 1% | 3% | 7% | -6% | ?
hERG WT inh | -1 | 2 | 3 | 9 | 11 | 9 | -2 | -2
Eya2 phos inh | 0% | -13% | 19% | -1% | -3% | 3% | 2% | -7%
PKM2 activator | -5% | / | / | / | -1% | -2% | -3% | -2%
BCR signal inh | ? | 6% | 3% | ? | 6% | 2% | 20µM* | -15%
KCNH2 3.1 block | 15 | -1 | -5 | 1 | -8 | -3 | 5 | 1
B2AR arrestin | 0.3% | 0.5% | -1.0% | 0.0% | 0.5% | -0.6% | ? | -0.1%
GALK inh | 5% | / | / | 2% | 0% | 11% | 2% | 2%
Coupling enz | 7 | / | / | / | -3 | 1 | -2 | 4

Record cards, as listed above. Screens in order: Giardia killer | USP2a block | uPA generation | hERG WT inh | Eya2 phos inh | PKM2 activator | BCR signal inh | KCNH2 3.1 block | B2AR arrestin | GALK inh | Coupling enz
Record of C/C(=N/NC(N)=S)c1ccc(Br)s1 = -22 | -2% | -6% | -2 | 2% | -3% | 20µM* | 5 | ? | 2% | -2
Record of COc1ccc(C(=O)NC2c3ccccc3-c3ccccc32)cc1 = 12 | 2% | ? | -2 | -7% | -2% | -15% | 1 | -0.1% | 2% | 4

(list continues)
9	Cc1csc2ncnc(NNC(=O)c3ccc(Cl)cc3)c12
10	COc1ccccc1OCCC(=O)N1CCN(c2ccccc2OC)CC1
11	COc1ccc(CCNC(=O)C(=O)N2CCCC2)cc1OC
12	CC(=O)Nc1ccc(NC(=O)C(C)Sc2n[nH]c(=O)n2Cc2ccccc2)cc1 (configuration not stated)
13	N#CC1(NC(=O)CSc2nnc(Cc3ccccc3)o2)CCCCC1
14	Cc1cccc(N2CC(C(=O)Nc3nnc(SCCN4CCOCC4)s3)CC2=O)c1 (configuration not stated)
15	CCN(CC(=O)NCc1ccc(Cl)cc1)C(=O)c1cccc(S(=O)(=O)Nc2ccc(OC)cc2)c1
16	Cc1ccc(OCc2nc(-c3ccc(Cl)cc3)n[nH]2)cc1

compound no. | 9 | 10 | 11 | 12 | 13 | 14 | 15 | 16
Giardia killer | 0 | 0 | -22 | -2 | 3 | -15 | 2 | 7
USP2a block | -6% | -1% | 0% | 0% | 2% | 4% | -1% | 3%
uPA generation | 5% | 2% | 4% | -1% | -2% | 2% | 2% | /
hERG WT inh | -10 | 4 | -7 | 0 | -8 | -9 | -19 | -74*
Eya2 phos inh | -4% | 1% | 1% | 1% | -1% | 13% | -17% | 7%
PKM2 activator | ? | -10% | 12% | 0% | / | 2% | / | -1%
BCR signal inh | ? | 1% | 0% | 2% | 0% | 5% | 0% | 0%
KCNH2 3.1 block | -15 | -9 | 12 | 14 | 7 | 12 | -10 | -10
B2AR arrestin | -0.7% | -0.2% | -0.1% | -0.2% | 0.4% | -0.4% | 4.1% | -0.2%
GALK inh | / | -3% | 1% | 7% | / | 1% | / | -3%
Coupling enz | -2 | -2 | 2 | 2 | / | / | / | -3

17	O=C1CC(c2cccc([N+](=O)[O-])c2)c2c(ccc3ccccc23)N1 (configuration not stated)
18	Cc1cc(C)n2nc(-c3ccc(F)cc3)nc2n1
19	Cc1nc2ccc(NC(=O)CS(=O)(=O)c3ccccc3)cc2s1
20	Cc1cc(NC(=O)COC(=O)C2CC(=O)N(c3ccc(Cl)cc3)C2)no1 (configuration not stated)
21	COc1ccc(-c2csc(NC(=O)C3=NN(c4ccccc4)C(=O)CC3)n2)cc1
22	CCOC(=O)c1csc(N)n1
23	Cc1ccc(C)c(N(C(=O)c2csnn2)C(C(=O)NC2CCCCC2)c2ccccn2)c1 (configuration not stated)
24	CCOC(=O)/C(C#N)=C/Nc1ccccc1OC

compound no. | 17 | 18 | 19 | 20 | 21 | 22 | 23 | 24
Giardia killer | -6 | -13 | -2 | -6 | -8 | -6 | 16 | -1
USP2a block | 1% | -1% | -1% | 1% | -2% | 0% | 1% | 3%
uPA generation | -5% | -11% | -1% | 0% | -12% | -1% | 11% | -6%
hERG WT inh | 0 | -20 | 5 | -2 | 6 | -20 | -19 | -4
Eya2 phos inh | -1% | 14% | 6% | -2% | -5% | 0% | -6% | 6%
PKM2 activator | 1% | -19% | / | 3% | 1% | -9% | -9% | -5%
BCR signal inh | ? | 0% | ? | -1% | 3% | 14% | 0% | -9%
KCNH2 3.1 block | 1 | 5 | 10 | -4 | -1 | -2 | 6 | 14
B2AR arrestin | 0.5% | 13% | ? | 0.3% | -0.9% | 0.1% | -0.1% | -0.2%
GALK inh | -5% | 0% | / | 12% | -2% | 2% | 0% | 0%
Coupling enz | -3 | 0 | / | 6 | 2 | 0 | -3 | 1

25	O=C(Nc1ccc(Nc2ccncc2)cc1)c1ccc(Nc2ccnc3ccc([N+](=O)[O-])cc23)cc1[N+](=O)[O-]
26	O=C(CSC(=S)N1CCOCC1)Nc1ncc2c(n1)CCCC2=O
27	CC/C(=N\NC(=O)c1ccc(N(C)C)cc1)c1ccccc1
28	Cc1noc(C)c1COc1ccc(C(=O)Nc2cccnc2)cc1
29	Cc1ccc(C)c(S(=O)(=O)N2CCN(C(=O)C3CC3C)CC2)c1 (configuration not stated)
30	CCc1ccc(S(=O)(=O)NCCc2csc(C)n2)s1
31	CC(=O)Nc1ccc(S(=O)(=O)N2CCSC2c2ccccc2)cc1 (configuration not stated)
32	Cn1c(N)c(C(c2ccccc2)c2c(N)n(C)c(=O)n(C)c2=O)c(=O)n(C)c1=O

compound no. | 25 | 26 | 27 | 28 | 29 | 30 | 31 | 32
Giardia killer | -11 | 11 | -4 | -11 | 8 | 12 | 9 | -13
USP2a block | ? | 3% | 2% | -1% | 3% | 5% | 4% | 3%
uPA generation | 2% | 1% | -7% | 2% | -4% | 1% | 1% | -2%
hERG WT inh | -3 | 1 | 6 | 2 | 19 | 1 | 7 | 0
Eya2 phos inh | -12% | -2% | -1% | 4% | -22% | ? | -22% | 0%
PKM2 activator | -2% | 3% | -12% | 0% | / | 3% | -15% | 1%
BCR signal inh | ? | 0% | 1% | -4% | -14% | -2% | -1% | 1%
KCNH2 3.1 block | -10 | 5 | -3 | 18 | 9 | 16 | -20 | 5
B2AR arrestin | -0.6% | -0.4% | -3.8% | 0.2% | 0.4% | 0.1% | -0.2% | -1.8%
GALK inh | 0% | 5% | / | 1% | / | -3% | 1% | 2%
Coupling enz | -3 | 4 | 1 | -1 | / | -1 | 2 | 1

33	COc1ccc(N2C(=O)[C@@H]3[C@H](C2=O)[C@H](C(C)=O)N2c4ccccc4C=C[C@@H]32)cc1
34	COc1ccc(S(=O)(=O)NCCSC(C)(C)C)c(Cl)c1Cl
35	COC(=O)c1sc(N/N=C/c2ccc(C(C)C)cc2)nc1C
36	O=C(O)/C=C/C(=O)NNC(=O)c1ccc(Br)cc1
37	CC(C)C(=O)Nc1ccc(NC(=O)c2cc3ccccc3o2)cc1
38	CCc1ccc(NC(=O)C[n+]2cc(-c3ccc(C)cc3)n3c2CCC3)cc1

compound no. | 33 | 34 | 35 | 36 | 37 | 38
Giardia killer | -27 | 11 | -5 | 14 | -23 | 6
USP2a block | 0% | -1% | -2% | 3% | 1% | 0%
uPA generation | -13% | / | 0% | -4% | -6% | -5%
hERG WT inh | -2 | -14 | 0 | 5 | 4 | -5
Eya2 phos inh | 5% | -4% | -7% | -1% | -12% | -23%
PKM2 activator | 9% | 6% | / | 8% | 4% | 2%
BCR signal inh | ? | 0% | 1% | 0% | ? | -4%
KCNH2 3.1 block | -12 | 15 | -12 | -21 | 8 | 7
B2AR arrestin | 0.2% | 0.1% | 0.0% | -0.8% | -0.1% | -0.1%
GALK inh | -3% | 1% | 4% | 0% | 1% | -2%
Coupling enz | -4 | -6 | -3 | 4 | 1 | -1

Assay outcomes as filed in PubChem.
